CCR6 antagonist: CCR6 receptor antagonists, primary screen, cell-based, CHO-K1, luminescence, beta-arrestin, uHTS; inhibition, % at 20 µM; C-C chemokine receptor type 6 (Homo sapiens), P51684; CHO-K1 CCR6 PathHunter beta-arrestin, CCL20-stimulated; 340,000 compounds, 0.49% hits;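 active means compounds whose inhibition of the agonist-driven luminescence signal at 20 µM reaches about 50%, limit read from the data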;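 further: cells stimulated with CCL20 at 14 nM final; plate controls were DMSO with CCL20 for no effect and DMSO without agonist for full effect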
Target sequence (P51684 whole entry, looked up): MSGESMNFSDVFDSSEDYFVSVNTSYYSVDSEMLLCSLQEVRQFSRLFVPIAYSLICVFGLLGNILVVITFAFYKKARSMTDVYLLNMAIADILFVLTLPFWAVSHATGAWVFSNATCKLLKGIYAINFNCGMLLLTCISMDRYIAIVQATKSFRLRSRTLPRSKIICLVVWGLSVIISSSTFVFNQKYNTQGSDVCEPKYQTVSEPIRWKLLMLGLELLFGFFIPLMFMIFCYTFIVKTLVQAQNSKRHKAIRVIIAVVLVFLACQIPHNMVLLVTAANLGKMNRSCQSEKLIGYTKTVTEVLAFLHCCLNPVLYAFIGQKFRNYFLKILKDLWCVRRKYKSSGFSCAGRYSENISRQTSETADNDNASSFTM
CXCR6 block: CXCR6 receptor inhibitors, primary screen, cell-based, beta-arrestin, luminescence, CHO-K1 PathHunter, 1536-well; C-X-C chemokine receptor type 6 (Homo sapiens), O00574; inhibition, % at 20 µM; 360,000 compounds, 0.36% hits; AID 602244, 2012; in the data active means inhibition above about 34%, passing the limit was not always enough;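 further: antagonist mode with CXCL16 agonist at 10 nM final; 0% = 10 nM CXCL16 with DMSO and 100% = unstimulated wells without agonist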
Target sequence (O00574 whole entry, looked up): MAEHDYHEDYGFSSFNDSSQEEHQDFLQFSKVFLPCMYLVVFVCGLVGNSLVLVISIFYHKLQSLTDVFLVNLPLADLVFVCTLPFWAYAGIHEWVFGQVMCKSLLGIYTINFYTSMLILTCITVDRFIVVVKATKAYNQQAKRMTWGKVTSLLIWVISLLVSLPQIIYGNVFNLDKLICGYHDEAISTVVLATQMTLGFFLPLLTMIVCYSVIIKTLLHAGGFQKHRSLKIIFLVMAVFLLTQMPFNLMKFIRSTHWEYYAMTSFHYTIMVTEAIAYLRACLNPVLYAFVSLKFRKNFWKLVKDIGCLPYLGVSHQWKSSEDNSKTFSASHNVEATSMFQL
Mdm2 MdmX PPI: inhibitors of human Mdm2-MdmX association, primary screen, cell-based, luminescence, split luciferase, SaOS-2, uHTS | Protein Mdm4 (Homo sapiens) + E3 ubiquitin-protein ligase Mdm2 (Homo sapiens), … | SaOS-2 split-luciferase Mdm2/MdmX complementation | inhibition, % at 8 µM | 330,000 compounds, 3% hits | AID 485346, 2010;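 active means inhibition of at least 50% at 8 µM in the primary screen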
EBI2 antag: EBI2 receptor antagonists, beta-arrestin recruitment, primary screen, cell-based, luminescence, 7a,25-OHC stimulation, uHTS; 360,000 compounds, 0.81% hits; inhibition, % at 5 µM; AID 651636, 2012; 7a,25-OHC stimulated; in the data active means inhibition above about 38%;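 further: enzyme fragment complementation signal reports receptor beta-arrestin coupling in cells; 0% = agonist plus DMSO wells and 100% = wells without agonist; some results beyond the cut were filed as inactive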
APJ agonist: agonists of human apelin receptor APJ, primary screen, CHO-K1 cells, PathHunter beta-arrestin, luminescence; P35414; 330,000 compounds, 0.11% hits; 0% DMSO wells, 100% apelin; activation, % at 20 µM; AID 2520, 2010;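 active means activation more than six SD over the plate average, tested at 20 µM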;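 further: 0% = DMSO alone and 100% = apelin-13 at 10 nM; some results filed as inactive read as strong as hits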
Target sequence (P35414 whole entry, looked up): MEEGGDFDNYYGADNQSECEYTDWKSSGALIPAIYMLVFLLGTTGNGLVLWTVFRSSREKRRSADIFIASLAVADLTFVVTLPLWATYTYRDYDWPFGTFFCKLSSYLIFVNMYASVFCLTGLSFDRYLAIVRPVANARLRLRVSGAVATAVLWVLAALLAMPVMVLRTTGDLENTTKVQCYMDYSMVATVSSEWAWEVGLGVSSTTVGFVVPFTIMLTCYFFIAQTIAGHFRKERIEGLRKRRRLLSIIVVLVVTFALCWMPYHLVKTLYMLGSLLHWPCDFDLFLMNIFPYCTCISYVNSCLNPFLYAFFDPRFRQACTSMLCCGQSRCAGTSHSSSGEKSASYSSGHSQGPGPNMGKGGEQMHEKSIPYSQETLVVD
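Test system: CHO-K1 APJ beta-arrestin complementation cell line | Compound: Single test compound dose, 20 µM final, 1% DMSO | Incubation: Compound 90 min 25 °C, reagent 1 h | Measured by: beta-gal luminescence | Read-out basis: APJ–arrestin association signal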
tim23-1 inh: growth inhibitors of tim23-1 mutant yeast, primary screen, luminescence, uHTS. S. cerevisiae tim23-1 growth, BacTiter-Glo luminescence, 24 h. inhibition, % at 20 µM. 330,000 compounds, 1.3% hits. AID 463212, 2010;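 active means growth inhibition of the mutant yeast at or above 50%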;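 further: temperature-sensitive mutant grown at 25 °C; plate controls were DMSO-treated mutant yeast for no effect and medium wells lacking yeast for full effect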
UPR XBP1 act: activators of adaptive XBP1 UPR arm, primary screen, cell-based, CHO-XBP1 luciferase reporter, luminescence, uHTS; IRE1-XBP1 UPR activation; percent of tunicamycin response, DMSO as zero; activation, % at 20 µM; 330,000 compounds, 0.33% hits; AID 463104, 2010;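 active means versus positive control, 20 µM dose yields 30% or more activation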;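 further: 100% = tunicamycin at 10 µg/mL and 0% = DMSO only wells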
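Material: IRE1-XBP1 luciferase reporter CHO line / Quantity: one thousand reporter cells per well / Buffer or medium: F12 with 10% serum / Compound: 20 µM single concentration, DMSO 1% / Times: 6 h treatment, 37 °C / Detection: Steady-Glo luciferase glow luminescence, 10 min after reagent addition / Benchmarks: tunicamycin high, DMSO low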
CHOP UPR activ: activators of apoptotic CHOP UPR arm, primary screen, cell-based, CHO-CHOP luciferase reporter, luminescence, uHTS | UPR activation; percent of tunicamycin response over DMSO baseline | activation, % at 10 µM | 330,000 compounds, 0.34% hits;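 active means at 10 µM dose, activation of 40% or more, normalized to positive control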;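 further: 100% = tunicamycin at 10 µg/mL and 0% = DMSO alone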
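System: CHO CHOP reporter cells. Amount: 500 cells per well. Buffer or medium: F12 medium, 10% FBS. Compound dosing: one dose, 10 µM in 0.5% DMSO. Incubation: 6 h compound exposure at 37 °C after overnight seeding. Technique: Steady-Glo luciferase luminescence. Benchmarks: tunicamycin and DMSO controls.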
APJ antagonist: antagonists of human apelin receptor APJ, primary screen, CHO-K1 cells, beta-arrestin complementation, luminescence | inhibition, % at 20 µM | 330,000 compounds, 0.32% hits | AID 2521, 2010;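 active means inhibition above about 40% at 20 µM, limit read from the data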;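 further: cells challenged with 10 nM apelin-13 agonist together with compound; plate controls were apelin-13 plus DMSO wells for no effect and DMSO wells lacking apelin-13 for full effect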
Numbers without * were called inactive; . = not tested or not shown.

SMILES	CCR6 antagonist	CXCR6 block	Mdm2 MdmX PPI	EBI2 antag	APJ agonist	tim23-1 inh	UPR XBP1 act	CHOP UPR activ	APJ antagonist
CCOC(=O)c1c2n(c3ccc(O)cc13)CCCCC2	-4	2	-17	5	-1	14	-1	-3.4	16
Cc1ccc(S(=O)(=O)N(C)C)cc1NC(=O)/C=C/c1cccs1	13	-5	31	-9	2	14	-2	-0.6	-2
CCCC(=O)N(CCN1CCOCC1)c1nc2ccc(OCC)cc2s1	7	0	-1	2	-3	12	-1	-1.5	-3
COc1ccc(-n2nc(C)c3sc(C)nc3c2=O)cc1	1	-8	18	-6	-1	5	1	1.5	-1
CCN(CC(=O)Nc1ccc(OC)cc1)C(=O)c1ccc(N2CCCC2=O)cc1	-12	-8	-23	-7	-2	3	0	-0.1	9
CCOC(=O)c1sc2cc([N+](=O)[O-])cc(SCC(=O)OC)c2c1N	11	3	-20	-16	7	43	-2	-1.5	-42
COc1ccc2c(c1[N+](=O)[O-])CCC/C2=N/OC(=O)c1cccc2ccccc12	-11	5	52*	3	4	-16	-3	1.2	-34
CCc1ccc(OCC(=O)NNC(=S)NC(=O)C2CC2)c(Br)c1	45	28	45	-4	-14	20	-2	0.5	32
Nc1ccccc1Nc1nc2ccccc2[nH]1	-11	-12	-24	-8	6	-2	0	0.7	-57
O=C(Cn1ccc2ccccc2c1=O)NCCC(=O)N1CCN(c2cccc(Cl)c2)CC1	-15	-1	16	1	-2	11	1	-3.3	-10
O=C(Cn1cnc2c(nnn2Cc2ccc(F)cc2)c1=O)N1CCN(c2ccccc2)CC1	2	1	-19	-5	-4	5	0	-0.9	2
Cc1csc2c(C#N)c(=O)c3c(n12)CCC3	11	0	21	-11	-8	-2	2	-1.7	7
Cc1ccc([N+](=O)[O-])cc1S(=O)(=O)N1CCNCC1	1	-9	21	5	-2	-3	2	-2.2	-5
CC1(C)CC2(CCO1)C(Nc1ccccc1)=NC(=S)N2c1ccccc1 (configuration not stated)	2	.	9	.	3	34	-1	-0.3	-16
CNC(=S)N/N=C(\C)c1ccc(Cl)c(Cl)c1	13	4	15	9	-2	23	-1	-0.9	15
Cc1nc(SCC2(C)CC2(Cl)Cl)n[nH]1 (configuration not stated)	-19	6	-15	8	-2	-6	-3	1.9	16
COc1ccc(CNn2c(-c3cccc(C)c3)nc3ccccc3c2=O)cc1OC	5	4	8	0	7	30	4	2.1	-18
O=C(Nc1cccnc1)c1ccc(Br)s1	9	-9	-17	-6	-3	-17	1	-0.4	-13
CC1CCN(CC(=O)NNC(=O)c2cccc(Br)c2)CC1	20	4	4	5	-2	-3	5	1.9	8
CC1(C)CC(=O)C(C2C3=C(CC(C)(C)CC3=O)Oc3c(Br)cc(Br)cc32)=C(O)C1 (configuration not stated)	11	-4	33	2	1	4	-1	0.2	-10
COc1ccc(/C=N/NC(=O)Cn2nc(C)c([N+](=O)[O-])c2C)cc1	-2	3	0	-6	-2	4	1	-1.3	12
COc1ccccc1-c1nc(SCc2ccccn2)n[nH]1	-18	4	-16	-17	-2	23	3	3.3	8
COc1ccc(Cl)c2sc(NC(=O)C3=COCCO3)nc12	-4	-5	54*	0	4	32	3	2.8	2
CC(=O)NC(Cc1ccccc1)C(=O)NC1CCN(c2ncccc2[N+](=O)[O-])CC1 (configuration not stated)	4	7	21	6	1	11	-1	1.8	-10
Cc1cc(C(=O)Cn2nc(C(=O)O)c3ccccc3c2=O)c(C)n1CCc1ccc(F)cc1	12	4	7	11	-1	38	0	4.3	16

Structural class, the compounds so far with fluorine (2)
SMILES	CCR6 antagonist	CXCR6 block	Mdm2 MdmX PPI	EBI2 antag	APJ agonist	tim23-1 inh	UPR XBP1 act	CHOP UPR activ	APJ antagonist
O=C(Cn1cnc2c(nnn2Cc2ccc(F)cc2)c1=O)N1CCN(c2ccccc2)CC1	2	1	-19	-5	-4	5	0	-0.9	2
Cc1cc(C(=O)Cn2nc(C(=O)O)c3ccccc3c2=O)c(C)n1CCc1ccc(F)cc1	12	4	7	11	-1	38	0	4.3	16

Next section
SMILES	CCR6 antagonist	CXCR6 block	Mdm2 MdmX PPI	EBI2 antag	APJ agonist	tim23-1 inh	UPR XBP1 act	CHOP UPR activ	APJ antagonist
COc1ccc(NC(=O)CN(C)C2CCS(=O)(=O)C2)cc1 (configuration not stated)	-3	-5	0	-13	1	10	2	-0.3	-55
C[C@H](CO)N1C[C@H](C)[C@@H](CN(C)C(=O)Nc2ccc(C(F)(F)F)cc2)Oc2c(NC(=O)c3ccncc3)cccc2C1=O	-17	-3	37	-3	-4	17	-3	1.4	-4
CC(C)CC(O)C1CCN(C(=O)CCc2nnc(-c3ccccc3)o2)CC1 (configuration not stated)	8	0	-10	-14	-1	5	-1	-0.6	3
O=C(O)c1cc(-c2c[nH]c3ccccc23)nc2ccc3ccccc3c12	-19	-16	-41	-4	0	6	1	0.1	-4
Cc1ccccc1NC(=O)Cn1c(=O)sc2ccccc21	5	0	17	-4	-1	12	-3	-1.0	-6
CCOC(=O)C1=C(C)OC(N)=C(C#N)C1c1cc(SCC)oc1C (configuration not stated)	16	1	9	-11	0	31	-1	-1.2	-7
Cc1ccc(CNS(=O)(=O)CCNC(=O)c2ccccc2)cc1	23	12	25	0	-1	-12	-1	2.3	9
NC(=S)N=Nc1c(O)n(CCCl)c2ccc(Br)cc12	33	23	25	-3	-6	-16	8	1.0	-5
COc1ccc(-c2cc3c(=O)n(CC(=O)Nc4cccc(Cl)c4)nc(C)n3n2)cc1	-10	2	26	-12	-4	10	3	7.7	-8
Cc1ccc(C2C3=C(CCCC3=O)OC3=C2C(=O)CCC3)cc1	4	0	-10	15	1	14	2	1.6	-12
O=C(CCNS(=O)(=O)c1cccs1)NCc1cccs1	-2	-7	-3	-17	-16	-12	0	2.6	9
Cc1ccccc1C(=O)N1CCC(C(=O)Nc2ccccn2)CC1	4	-5	-5	3	4	-1	2	-1.7	-1
CCc1cccc(CC)c1NC(=S)N1CCn2cccc2C1c1ccncc1 (configuration not stated)	10	-6	18	-3	-1	0	-2	0.4	13
O=C(O)c1nn(-c2ccccc2)nc1-c1nn(-c2ccccc2)nc1C(=O)O	-5	-2	6	-11	-1	7	3	-1.5	-9
Cn1c(SCC(=O)N2c3ccccc3CCc3ccccc32)nnc1-c1ccc(O)cc1	0	-2	10	0	-4	21	-2	1.8	-12
O=C(OCN1C(=O)c2ccccc2C1=O)C1CCCCC1	5	2	3	-2	2	10	-2	-2.2	2
CCN(CC)CCNCc1cc(Cl)ccc1OCc1ccccc1F	6	3	1	5	-3	-9	-1	0.9	25
Cc1cc(NC(=O)COc2coc(CN3CCN(c4ccc(F)cc4)CC3)cc2=O)no1	9	2	-6	-9	10	6	-2	0.4	5
Cc1ccc(CNS(=O)(=O)c2ccc3c(c2)N(C)CCO3)cc1	8	-7	-16	1	-3	41	-2	1.6	12
CCN(CCCNC(=O)CNC(=O)Cn1cnc2ccccc2c1=O)c1cccc(C)c1	17	3	-15	3	2	19	-3	1.9	3
CSCCC(NC(=O)c1cccc(C)c1)C(=O)NCc1cccs1 (configuration not stated)	-14	-2	9	-7	-2	2	0	0.5	10
COc1ccc([N+](=O)[O-])cc1COc1ccc2c(-c3ccccc3)cc(=O)oc2c1	21	7	52*	29	-1	-7	48*	5.8	-10
CCn1c(SCC(=O)Nc2cc(OC)c(OC)c(OC)c2)nnc1-c1cccs1	-11	-9	1	-24	-2	10	-2	0.6	-3
COc1ccccc1NS(=O)(=O)c1ccc2oc(SCC(C)=O)nc2c1	10	-2	-8	-9	-3	30	-1	1.9	20
COc1cc(N(C)C)c(NC(C)=O)cc1C(=O)O	-18	2	21	-24	2	-4	-3	-2.5	12

The results go on:
SMILES	CCR6 antagonist	CXCR6 block	Mdm2 MdmX PPI	EBI2 antag	APJ agonist	tim23-1 inh	UPR XBP1 act	CHOP UPR activ	APJ antagonist
CCSc1nc(C)c(CCOc2cccc(C)c2)c(=O)[nH]1	-2	-7	13	-9	-1	-8	-2	0.9	1
O=C(COC(=O)c1cc([N+](=O)[O-])ccc1N1CCOCC1)Nc1c(Cl)cccc1C(F)(F)F	6	8	11	10	-4	7	-7	0.1	-3
CC(NC(=O)CSc1nc2ccccc2n1CCC#N)c1ccc(F)cc1 (configuration not stated)	1	2	10	0	-3	6	-2	0.8	19
CCOc1ccccc1C1C(C(=O)OC)=C(N)OC2=C1C(=O)CCC2 (configuration not stated)	-6	7	-18	-8	1	28	2	0.7	1
CCOC(=O)c1c(-c2ccc(Cl)cc2)c(C#N)c(=O)n(N)c1N	-2	-1	4	9	-4	7	0	-2.1	5
c1ccc(CN2CCC(N=C3NN=C(c4ccc5c(c4)OCCO5)CS3)CC2)cc1	1	6	35	7	-4	-19	1	0.5	13
N#C/C(=C(/O)c1cccs1)c1nc2ccccc2[nH]1	26	4	6	1	-1	0	1	3.1	6
CC(=O)Nc1nc(-c2ccc3c(c2)CCN3S(C)(=O)=O)cs1	13	-8	-18	3	-2	22	1	4.6	-3
C=CCN1C(=O)C2C(C(=O)NC3CCCCC3)C3C=CC2(O3)C1C(=O)NC1CCCC1 (configuration not stated)	4	0	10	-6	4	3	1	-1.1	-1
CCOC(=O)c1c(C)[nH]c(C(=O)Nc2ccc(NC(C)=O)cc2)c1C	5	-2	18	2	0	8	-5	-0.8	12
Cc1oc(C)c(C(=O)NCCCC(=O)O)c1C(=O)NCCCC(=O)O	-17	-2	11	9	-4	-5	-3	-1.2	-21
Cc1cc(C)c(S(C)(=O)=O)c(Sc2ccc(Cl)cc2)n1	7	1	-18	-6	-2	19	9	0.3	19
O=C(CSc1ncnc2nc[nH]c12)Nc1nnc(SCc2ccc(Cl)c(Cl)c2)s1	9	6	16	-12	-6	17	-3	-1.4	11
Cc1ccc(C2C(C(=O)O)c3ccccc3C(=O)N2C)c(C)c1 (configuration not stated)	3	2	-10	-3	-2	7	-2	0.5	8
COc1ccc(NC(=O)CSc2nc(=O)n(CCN(C)C)c3c2CCCC3)cc1OC	11	-1	-5	-7	-2	-6	-1	0.0	-7
Cn1c(N)c(C(=O)COC(=O)/C=C/c2ccc(S(=O)(=O)N3CCOCC3)cc2)c(=O)n(C)c1=O	17	4	4	0	-2	13	-4	-0.9	9
CCOC(=O)C1(Cc2cccc(OC)c2)CCN(C/C=C/c2ccccc2)CC1	1	-5	31	18	-2	9	0	-0.7	13
COc1ccccc1CNC(=O)Cc1c[nH]c2ccccc12	12	-8	-18	8	1	17	-3	1.8	11

Compound activity deposited in PubChem BioAssay by Sanford-Burnham Center for Chemical Genomics.

The list is partial, so the mix of outcomes need not match the whole.
